Compound activity from PubChem BioAssay.
Growth percent in the NCI-60 one-dose screen (48 h, 10 µM unless noted): 100 = growth as untreated, 0 = no growth, -100 = all killed.
UACC-257: UACC-257 melanoma. AID 1794764. actives 4.4% (n = 78,000)
MDA-MB-435: MDA-MB-435 melanoma; actives 7.8% (n = 82,000); AID 1794794
SK-MEL-5: SK-MEL-5 melanoma. actives 6.4% (n = 80,000). AID 1794755
UACC-62: UACC-62 melanoma | actives 5.4% (n = 81,000)
SK-MEL-2: SK-MEL-2 melanoma | actives 4.7% (n = 77,000)
MALME-3M: MALME-3M melanoma; actives 5.8% (n = 78,000)
SK-MEL-28: SK-MEL-28 melanoma; actives 4.1% (n = 81,000)
LOX IMVI: LOX IMVI melanoma; actives 7.4% (n = 79,000)
* hit, by the source's call; · = no result given. The calls were made as follows: active = growth percent below 10; inactive = the rest.

SMILES	UACC-257	MDA-MB-435	SK-MEL-5	UACC-62	SK-MEL-2	MALME-3M	SK-MEL-28	LOX IMVI
COc1ccc(C2CC(c3cc(OC)c(OC)c(OC)c3)=NN2C(C)=O)cc1OCC(=O)Nc1nc2ccc(C(F)(F)F)cc2s1 (configuration not stated)	67	70	15	53	92	69	66	32
CC(=O)Nc1ccc(CC#N)cc1Br	103	104	98	100	106	101	114	106
C/C(=N\N1C(=O)c2ccccc2NC1c1ccc(Br)cc1)c1c(O)cc(C)oc1=O (configuration not stated)	99	111	96	91	100	98	109	97
CC(C)(C)c1nn(-c2ccccc2)c2c1COCN2Cc1ccc2c(c1)OCO2	79	96	77	69	86	87	108	88
COc1cccc(/C=C/C(=O)c2cc3c(N)c(C(=O)Nc4ccccc4C)sc3nc2C)c1	83	-26*	52	34	27	79	71	-66*
Clc1ccc2c(NCCCN3CCN(c4nc(-n5ccnc5)nc5ccccc45)CC3)ccnc2c1	87	71	-95*	93	98	-83*	-87*	·
CC(C)[C@@H](C)/C=C/[C@@H](C)[C@H]1CC[C@H]2C3=CC[C@H]4C[C@@H](O)CC[C@]4(C)[C@H]3CC[C@]12C	·	110	100	96	94	101	109	97
N#Cc1cnn(CCCl)c1N	124	107	101	104	124	126	113	95
O=C(CCc1nnc2sc(COc3ccccc3)nn12)c1nc2ccccc2[nH]1	107	106	93	89	96	107	107	98
COc1cc(-c2nn(-c3ccccc3)cc2C(=O)O)ccc1O	91	96	100	93	105	104	100	104
CC12CC[C@@H]3[C@]4(C)COC(c5cn[nH]c5-c5cccc(Br)c5)O[C@@H]4CC[C@@]3(C)[C@@H]1CC(C1=CCOC1=O)O2 (some centres not stated)	42	36	3.6*	21	32	38	34	-8.0*
O=c1c([N+](=O)[O-])cnc2nc(Nc3ccc(Cl)cc3)[nH]n12	101	101	99	93	97	111	108	100
Clc1ccc(-c2cc(-c3ccccc3)nc(Nc3nc4ccccc4[nH]3)n2)c(Cl)c1	93	114	104	97	97	97	107	107
Cc1ccc2n[nH]nc2c1	91	95	100	97	125	108	107	93
O=C1NC(=C(Cl)Cl)/C(=N/S(=O)(=O)N2CCCC2C2(C(F)(F)F)N=N2)N1 (configuration not stated)	99	102	103	94	106	83	112	106
CC(=O)NS(=O)(=O)c1ccc(NC(=O)CSC2=NC(c3ccc(Cl)cc3)C(C(C)=O)=C(C)N2)cc1 (configuration not stated)	91	100	101	93	106	99	102	·
CCOC1=C(Cl)C(=O)C(OCC)=C(Cl)C1=O	103	100	105	98	100	103	109	104
Cc1ccc(Nc2cccc3ccccc23)cc1	86	30	96	85	93	94	99	80
CCC(C)CCC(O)C(C)CO (configuration not stated)	78	102	94	95	99	95	105	94
Cc1nn2c(-c3nc4ccc(C(F)(F)F)cc4[nH]3)c(-c3ccc(F)cc3)nc2s1	92	97	92	97	101	117	96	88
C=CCCCCCCCCCBr	83	71	101	80	77	84	92	33
Cc1ccc(CSc2nc(-c3ccc(F)cc3)c(C#N)c(N3CCNCC3)n2)cc1	101	102	105	104	104	101	116	103
CC[C@@]12C[C@]1(C(=O)OC)C(=O)N1CCc3c([nH]c4ccccc34)[C@H]12	98	111	101	111	·	·	112	104
O=C(COc1ccc(/C=C2\Oc3ccccc3C2=O)cc1)Nc1nccs1	113	69	105	91	94	98	129	85
O=C1Nc2cc(OC(F)(F)F)ccc2Oc2ccc(-c3ccnc(N4CC[C@H](O)C4)c3)cc21	72	-57*	-58*	29	·	39	25	3.2*
Cc1cc(-c2ccccc2)c(-c2ccccn2)c2ccccc12	104	89	94	101	93	113	104	92
Cc1cn([C@@]2(CF)O[C@H](CO)C2C)c(=O)[nH]c1=O (some centres not stated)	101	120	99	99	103	121	111	99
N#Cc1c(NC(=O)Nc2cc(C(F)(F)F)cc(C(F)(F)F)c2)sc2c1CCCC2	85	100	92	92	88	98	105	98
C=C(CNCCNCCN)[C@@H]1CC[C@]2(COC(C)=O)CC[C@]3(C)[C@H](CC[C@@H]4[C@@]5(C)CCCNC(C)(C)[C@@H]5CC[C@]43C)[C@@H]12	84	79	61	70	99	82	82	89
O=c1[nH][nH]c(=O)c2cc([N+](=O)[O-])ccc12	110	109	101	112	103	·	115	95
COC(=O)/C=C1/SC(=Nc2cccc(OC)c2)N(CCc2c[nH]c3ccc(O)cc23)C1=O	58	24	64	53	58	79	71	24
N#CC1=C(N)Oc2ccc3ccccc3c2C1c1ccc([N+](=O)[O-])cc1 (configuration not stated)	89	-51*	86	77	94	51	99	75
C[C@H]1C[C@@H]2[C@H]([C@@H](O)C[C@@]3(C)[C@H]2CC[C@]3(O)C(=O)CO)[C@@]2(C)CCC(=O)C=C12	93	100	92	105	97	88	111	100
CC1CN(C2=NC(=O)/C(=C\c3ccc(N(C)C)cc3)S2)CC(C)O1 (configuration not stated)	104	102	102	92	97	94	103	91
CCCN(CCC)CC(O)c1cc2c(c3ccccc13)CCCC2 (configuration not stated)	84	96	93	91	99	90	98	81
CCn1c(C)nc2cc(N)ccc21	107	100	105	·	117	102	110	97

For reference, some entries already given.
SMILES	UACC-257	MDA-MB-435	SK-MEL-5	UACC-62	SK-MEL-2	MALME-3M	SK-MEL-28	LOX IMVI
Cc1cn([C@@]2(CF)O[C@H](CO)C2C)c(=O)[nH]c1=O (some centres not stated)	101	120	99	99	103	121	111	99
N#Cc1c(NC(=O)Nc2cc(C(F)(F)F)cc(C(F)(F)F)c2)sc2c1CCCC2	85	100	92	92	88	98	105	98
C=C(CNCCNCCN)[C@@H]1CC[C@]2(COC(C)=O)CC[C@]3(C)[C@H](CC[C@@H]4[C@@]5(C)CCCNC(C)(C)[C@@H]5CC[C@]43C)[C@@H]12	84	79	61	70	99	82	82	89
O=c1[nH][nH]c(=O)c2cc([N+](=O)[O-])ccc12	110	109	101	112	103	·	115	95

Next results follow:
SMILES	UACC-257	MDA-MB-435	SK-MEL-5	UACC-62	SK-MEL-2	MALME-3M	SK-MEL-28	LOX IMVI
CC(=O)c1cc(C(=O)c2ccc(Br)cc2)n2ccc(C#N)cc12	112	111	100	102	120	104	107	102
Cc1cccnc1N	98	100	102	101	111	99	108	96
C#C[C@]1(O)CC[C@H]2[C@@H]3CC=C4c5sc(Nc6cc(Cl)ccn6)nc5CC[C@]4(C)[C@H]3CC[C@@]21C	-35*	-62*	-59*	-17*	-4.3*	-22*	-47*	·
Nc1ccc2c(c1)NC(=O)CN2	94	97	102	109	93	100	103	92
Cc1ccc(C)c(CCC(O)CCl)c1 (configuration not stated)	116	104	111	95	115	118	129	100
CC1CN(c2ccc3ncc(-c4nc(NC5CC5)ncc4F)n3c2)CC(C)O1 (configuration not stated)	109	86	79	76	77	106	90	61
O=C(c1ccccc1)c1c(/C=C/c2ccc(F)cc2)c2ccccc2[nH]c1=O	92	117	99	81	105	129	109	108
COc1ccc(/C=C2\C(=O)N(C(=O)c3csc(NC(C)=O)n3)N=C2C)cc1	89	106	107	108	95	91	110	96
CN1CCN(c2nc3cc(-c4ccccc4)sc3c(=O)[nH]2)CC1	·	114	95	98	104	106	108	97
O=C(Nc1cccc(Cl)c1)Oc1c(Cl)cc(Cl)c(Cl)c1Cl	70	103	100	106	85	108	112	96
O=c1oc2ccccc2cc1-c1nn(-c2ccccc2)cc1/C=N/Nc1nc(-c2ccccc2)c(N=Nc2ccccc2)s1	86	-28*	80	60	65	77	89	70
CCOC(=O)COc1c(C)cccc1C	90	102	104	96	121	98	113	99

Structures listed so far containing a nitro group on carbon (3):
SMILES	UACC-257	MDA-MB-435	SK-MEL-5	UACC-62	SK-MEL-2	MALME-3M	SK-MEL-28	LOX IMVI
O=c1c([N+](=O)[O-])cnc2nc(Nc3ccc(Cl)cc3)[nH]n12	101	101	99	93	97	111	108	100
O=c1[nH][nH]c(=O)c2cc([N+](=O)[O-])ccc12	110	109	101	112	103	·	115	95
N#CC1=C(N)Oc2ccc3ccccc3c2C1c1ccc([N+](=O)[O-])cc1 (configuration not stated)	89	-51*	86	77	94	51	99	75

Next structures:
SMILES	UACC-257	MDA-MB-435	SK-MEL-5	UACC-62	SK-MEL-2	MALME-3M	SK-MEL-28	LOX IMVI
NS(=O)(=O)c1ccc(CN2C(=O)c3nccnc3C2=O)cc1	117	·	104	107	104	97	108	94
Nc1c(S(=O)(=O)O)ccc2c1C(=O)c1ccccc1C2=O	106	108	105	105	104	103	103	98
CCCCCOC(=O)c1cccc([N+](=O)[O-])c1	108	107	99	94	120	140	107	112
O=C(O)c1ccccc1NS(=O)(=O)c1cccc(-n2sc3ccccc3c2=O)c1	111	106	98	100	120	68	113	91
O=C1/C(=C/c2ccc(Cl)cc2)SC(=S)N1N1CCOCC1	96	106	102	93	96	105	110	93
Nc1nc(Nc2ccccc2SSc2ccccc2Nc2nc(N)nc(-c3cnccn3)n2)nc(-c2cnccn2)n1	112	99	98	95	109	117	94	91
COc1ccc(NC(=O)CSc2nnc(-c3ccc4nc(-c5ccc(Cl)cc5)[nH]c4c3)o2)cc1OC	100	110	91	85	85	99	99	84
O=c1c2ccccc2c2ccccc2c(=O)n1-c1ccc([N+](=O)[O-])cc1[N+](=O)[O-]	103	102	97	101	94	94	108	104
Cc1ccc(Nc2nc(-c3cc(O)c(C)c(C)c3O)cs2)cc1	104	66	98	93	105	109	115	75
O=C(c1ccccc1)C(NCc1ccccc1)c1ccccc1 (configuration not stated)	98	109	101	102	107	109	118	97
CCCCC1CCCCN1C(=O)OC (configuration not stated)	99	105	114	96	109	103	102	105
O=c1c(O)c(-c2cccc(O)c2)oc2ccccc12	83	103	84	109	103	102	116	81
COc1ccc(C(=O)CSc2nc(-c3ccc(OC)cc3)c(C#N)c(=O)[nH]2)cc1	90	92	91	73	108	102	97	88
O=C1CCN(c2ccccc2)N1	101	101	112	76	95	126	109	75
COc1cc(C2CC(c3cccs3)=NN2c2ccc(S(N)(=O)=O)cc2)cc(OC)c1OC (configuration not stated)	90	89	105	96	·	105	105	109
COc1ccc(NC(=O)Nc2ccc(OCC(=O)c3ccc(OC)cc3)cc2)cc1	108	107	101	95	124	96	110	·
CCCNC(=O)CCCNc1ncnc2c1ncn2-c1cccc(C(C)O)c1 (configuration not stated)	91	106	97	89	104	107	101	99
COC(=O)C1(O)NC(=C(C#N)C#N)C(C#N)=C1C(=O)c1ccc(OC)c(OC)c1 (configuration not stated)	82	104	101	99	104	103	120	99
COc1ccc(CCC2CCCCN2CCc2ccccc2)cc1 (configuration not stated)	96	105	98	98	96	106	108	89
CC(C)(N)CCl	112	103	105	101	108	112	110	104
CC1(C)CC2=C3C=C[C@@H]4[C@@]5(C)CC[C@H](O)C(C)(C)[C@@H]5CC[C@@]4(C)[C@]3(C)CC[C@@]2(C(=O)O)CC1=O	21	39	25	54	37	16	31	47
CC(=O)C1=C(C)NC(NN)=NC1c1ccccc1 (configuration not stated)	108	100	99	92	108	112	103	86
NC(=O)c1c(NC(=O)c2cccc(C(F)(F)F)c2)sc2cc(O)ccc12	101	99	·	95	104	94	103	·
Cc1nc2c(nnn2-c2ccccc2)c2nc(-c3ccc(Cl)cc3)oc(=O)c12	117	106	103	98	107	101	102	97
O=C(c1ccc(OCCN2CCCCC2)cc1)c1c(-c2ccc(OS(=O)(=O)c3ccc(F)cc3)cc2)sc2cc(OS(=O)(=O)c3ccc(F)cc3)ccc12	86	90	53	87	99	90	82	83
CCOCCOC(=O)c1ccc(C(C)C)cc1	110	107	117	105	116	135	102	117
O=C1NC(=O)/C(=C\c2cn(-c3ccccc3)nc2-c2ccc(Cl)cc2)S1	72	89	78	74	86	84	102	68
Cc1cc(NCCCNc2ccnc3cc(Cl)ccc23)nc(N2CCN(C)CC2)n1	50	46	·	33	·	59	88	·
Cc1ccccc1N=C(N)Nc1ccccc1C (tested in a mixture with another compound)	98	90	73	90	86	102	105	93
N#C/C(=C\c1ccc(-c2cc(Cl)ccc2Cl)o1)c1ccccc1	97	76	86	68	98	93	92	75
Cc1c2c(c(C)c3c1oc1ccc(O)cc13)C(=O)N(CCN1CCOCC1)C2=O	102	105	101	96	108	93	104	97
c1ccc(COc2ccc(Nc3ncnc4c3sc3ncccc34)cc2)cc1	105	103	101	107	·	105	108	89
Cc1ccc2nsnc2c1NC(=O)Cn1c(-c2nonc2N)nc2ccccc21	101	88	98	104	116	93	114	102
[O-]c1c[n+](-c2ccc(Cl)cc2)no1	104	100	96	92	102	·	109	98
CCCCCCCCCCCCCCCCCC(=O)OCCN1C(=O)c2ccccc2C1=O	103	102	100	89	107	111	106	96
CC(=O)Nc1ccc(C(F)(F)F)cc1	83	96	101	95	91	106	102	98
COc1cc2c(cc1OCCCCN1CCN(C(=S)SCCC(C#N)(c3ccccc3)c3ccccc3)CC1)N=C[C@@H]1CCCN1C2=O	-11*	-17*	-98*	-23*	-95*	-79*	-70*	-83*
CC1(C)N=C(N)N=C(N)N1c1cccc(OCCOc2cccc([N+](=O)[O-])c2)c1	48	18	70	40	39	48	56	20
